High-throughput results (PubChem)
MEKK2 WT-MEK5 – raises or lowers MEK5 binding to wildtype human MEKK2 PB1 domain; binding response (% of control), % at 10 µM; 1.1% of 290,000 active; AID 1531; bead flow cytometry, Alexa488-MEK5 binding to MEKK2 WT; actives lie on both sides; Q9Y2U5; in the data active means binding response below about 67% or above about 130%
IMP-1 inh – blocks Pseudomonas aeruginosa IMP-1 metallo-beta-lactamase; purified IMP-1, nitrocefin hydrolysis, epi-absorbance fluorescence; inhibition, % at 5.6 µM; 0.45% of 290,000 active;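 active means inhibition above the mean plus 3 SD of all compounds in the same screening run, cut at about 4.5% in these data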;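 further: 0% = IMP-1 with DMSO and 100% = DMSO wells lacking enzyme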
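System: purified IMP-1 / Input: IMP-1 dispensed at 0.2 nM / Medium: 50 mM HEPES pH 7.1, 50 µM ZnSO4, 0.05% Brij 35 / Timing: 15 min enzyme–compound preincubation, then 25 min nitrocefin reaction, 25 °C / Technique: plate fluorescence quenching by hydrolysis product, ex 480/em 530 nm / Repeats: singlicate testing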
HCV NS3 hel inh – HCV NS3 helicase inhibition; NS3 helicase DNA unwinding, Cy5 molecular beacon fluorescence; inhibition, % at 10.9 µM; 0.56% of 290,000 active;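 active means inhibition above the mean of all tested compounds plus 3 SD, set per campaign, cut at about 35% in these data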;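 further: 0% = DMSO wells and 100% = thioflavine S control wells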
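test system = hepatitis C virus NS3 helicase domain fragment enzyme | reagent = annealed dual-labelled DNA beacon duplex, ATP-started | times = 1 h at 25 °C | detection = Cy5 fluorescence, 0 and 60 min reads | read-out basis = percent inhibition from t60/t0 fluorescence ratio | control set = DMSO and thioflavine S | replication = one well per compound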
UBC9 SUMO inh – inhibitors of human SUMOylation (UBC9); HTRF SUMOylation assay, SAE1/SAE2 + UBC9, in vitro; AID 2006; 0.36% of 290,000 active; inhibition, % at 35 µM; P63279; in the data active means inhibition above about 50%, passing the limit was not always enough; further: strong numbers were not always called active
Target sequence (P63279 whole entry, looked up): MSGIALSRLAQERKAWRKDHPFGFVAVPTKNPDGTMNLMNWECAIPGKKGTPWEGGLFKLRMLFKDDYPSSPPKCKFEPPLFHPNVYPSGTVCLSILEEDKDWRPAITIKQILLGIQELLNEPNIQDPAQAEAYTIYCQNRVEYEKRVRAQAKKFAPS
VIM-2 inh – blocks Pseudomonas aeruginosa VIM-2 metallo-beta-lactamase; inhibition, % at 5.6 µM; purified VIM-2, nitrocefin hydrolysis, epi-absorbance fluorescence; AID 1527; 0.89% of 290,000 active;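 active means inhibition above the mean of all tested compounds plus 3 SD, cutoff set per screening run, cut at about 7.5% in these data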;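 further: red hydrolysis product quenches plate fluorescence so inhibitors raise well fluorescence; 0% = enzyme with DMSO and 100% = DMSO without enzyme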
NALP1 yeast inh – NALP1 inhibition; 0.61% of 280,000 active; inhibition, % at 10 µM; S. cerevisiae NALP1/ASC/caspase-1 growth, X-gal OD620, 72 h; in the data active means inhibition mostly above about 24%, no sharp cut-off; inactive means mostly below about 32%; further: some compounds called inactive have numbers as strong as hits
DNA FID counter – fluorescent intercalator displacement, NS3 helicase counter-screen | DNA fluorescent intercalator displacement, fluorescence | inhibition, % at 7.9 µM | 0.17% of 290,000 active | AID 1845; in the data active means inhibition above about 37%;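 further: 0% = vehicle and 100% = reference compound; higher means more ethidium bromide displaced from hairpin DNA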
M18AAP inhibitor – blocks P. falciparum M18 aspartyl aminopeptidase. recombinant PfM18AAP, H-Glu-NHMec fluorogenic cleavage. inhibition, % at 7.35 µM. 1.2% of 290,000 active;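 active means inhibition above the campaign mean inhibition over all tested compounds plus 3 SD, cut at about 28% in these data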;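 further: 0% = plate median of test compound wells and 100% = 2 mM ZnCl2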
MEKK2mut PB1 HTS – signal of MEK5 binding to mutant human MEKK2 PB1 domain. bead flow cytometry, Alexa488-MEK5 binding to MEKK2 mutant. percent response, % at 10 µM. 0.35% of 290,000 active. AID 1530; in the data active means percent response above about 24%, passing the limit was not always enough; further: inactives centre near 1; some results filed as inactive read as strong as hits
Starred values were filed as active, the others as inactive; . = no result given.

Start of the data: the first nine compounds, to show the layout:
cpd	smiles	IMP-1 inh	DNA FID counter	NALP1 yeast inh	MEKK2 WT-MEK5	MEKK2mut PB1 HTS	VIM-2 inh	M18AAP inhibitor	HCV NS3 hel inh	UBC9 SUMO inh
1	O=C1C2C3C=CC(C2C(=O)N1CCCO)C1C2C(=O)N(CCCO)C(=O)C2C31 (centres undefined)	-5.3	0	53	100	1	-2.5	-12	2	-8
2	COc1cccc(/C=N/NC(=O)CN2CC(c3ccccc3)CC2=O)c1O (centres undefined)	-2.1	-19	32	104	4	-2.2	-4	-3	4
3	C/C(=N\NC(=S)NCc1ccccc1)c1ccc(C#N)cc1	-3.1	-5	24	101	-1	-3.3	2	8	13
4	COc1ccc([N+](=O)[O-])cc1NC(=O)Cc1ccc(C)cc1	-1.2	3	48	98	-2	-0.4	-11	-4	-12
5	Cc1cccc(CC(=O)NC2CCCCCC2)c1	-1.2	-9	8	111	8	-1.9	-2	-2	8
6	COCC(C)n1c(SCc2ccc(C(=O)OC)o2)nc2ccccc2c1=O (centres undefined)	-3.1	-31	-3	97	-1	-3.8	3	0	8
7	CCOC(=O)C1(Cc2ccc(OC)cc2)CCN(C(=O)Cn2cnnn2)CC1	-1.6	-6	2	100	6	-1.0	-12	1	10
8	Nc1nc(Cl)cc(N2CCOCC2)n1	-1.1	0	4	105	4	0.0	-9	2	-4
9	CON(c1nc(Cl)nc(N(C)C)n1)S(=O)(=O)c1ccc(C)cc1	-0.3	-13	-8	109	4	1.5	-4	-12	-9

This part in full (from the top)
cpd	smiles	IMP-1 inh	DNA FID counter	NALP1 yeast inh	MEKK2 WT-MEK5	MEKK2mut PB1 HTS	VIM-2 inh	M18AAP inhibitor	HCV NS3 hel inh	UBC9 SUMO inh
1	O=C1C2C3C=CC(C2C(=O)N1CCCO)C1C2C(=O)N(CCCO)C(=O)C2C31 (centres undefined)	-5.3	0	53	100	1	-2.5	-12	2	-8
2	COc1cccc(/C=N/NC(=O)CN2CC(c3ccccc3)CC2=O)c1O (centres undefined)	-2.1	-19	32	104	4	-2.2	-4	-3	4
3	C/C(=N\NC(=S)NCc1ccccc1)c1ccc(C#N)cc1	-3.1	-5	24	101	-1	-3.3	2	8	13
4	COc1ccc([N+](=O)[O-])cc1NC(=O)Cc1ccc(C)cc1	-1.2	3	48	98	-2	-0.4	-11	-4	-12
5	Cc1cccc(CC(=O)NC2CCCCCC2)c1	-1.2	-9	8	111	8	-1.9	-2	-2	8
6	COCC(C)n1c(SCc2ccc(C(=O)OC)o2)nc2ccccc2c1=O (centres undefined)	-3.1	-31	-3	97	-1	-3.8	3	0	8
7	CCOC(=O)C1(Cc2ccc(OC)cc2)CCN(C(=O)Cn2cnnn2)CC1	-1.6	-6	2	100	6	-1.0	-12	1	10
8	Nc1nc(Cl)cc(N2CCOCC2)n1	-1.1	0	4	105	4	0.0	-9	2	-4
9	CON(c1nc(Cl)nc(N(C)C)n1)S(=O)(=O)c1ccc(C)cc1	-0.3	-13	-8	109	4	1.5	-4	-12	-9
10	CCOC(=O)C1CCCN(C(=O)CSc2ccc(NC(C)=O)cc2)C1 (centres undefined)	-3.4	1	18	97	-3	-4.9	2	-4	19
11	CSCCC(NC(N)=O)C(=O)NCC1CCCCC1 (centres undefined)	-1.4	1	-5	101	10	-1.6	-2	-2	24
12	C#CC(CO)N(CCN(Cc1ccccc1)C(C#C)CO)Cc1ccccc1 (centres undefined)	-4.8	-40	27	101	2	-0.3	-9	-11	-9
13	CCCN(CCC)C1=CC(=[N+]2CCCC2)CC(C)(C)C1	-2.5	4	16	102	-1	-3.2	6	-8	2
14	CCOc1ccc(CC(=O)NNC(=O)NC2CCCCC2)cc1	-2.9	-5	21	93	-7	-3.1	-1	11	-6
15	CCC(=O)c1cc(F)c(N2CCN(S(=O)(=O)c3ccccc3)CC2)cc1C	-0.2	-8	9	103	2	-3.1	0	-3	15
16	NC(=S)Nc1ncc(C(F)(F)F)cc1Cl	-1.7	0	5	104	2	0.4	-6	0	17
17	Cc1ccc(Nc2nc(N)nc(CSc3nccn3C)n2)c(C)c1	-3.3	-12	10	103	2	-2.2	-4	1	9
18	CCOc1ccc(NC(=O)C2CC(=O)N(CC)C(=Nc3ccc4c(c3)OCO4)S2)cc1 (centres undefined)	-1.6	-5	-5	100	3	0.2	-15	0	-1
19	CCOC(=O)c1ccccc1NC(=O)COC	-3.0	-3	-3	98	2	-3.1	2	0	3
20	O=C(NNC1CC(=O)N(c2cccc(Cl)c2)C1=O)c1cccs1 (centres undefined)	-2.9	-4	21	104	-1	-3.0	3	-8	3
21	N#Cc1ccc(OCc2noc(-c3ccsc3)n2)cc1	-2.5	-3	20	99	0	-3.1	-11	-8	12
22	N#CCCS(=O)(=O)c1nnnn1-c1ccccc1	-2.9	-13	2	93	2	-2.5	-44	16	20
23	CCc1cc(=O)oc2cc(O[C@@H]3O[C@H](CO)[C@@H](O)[C@H](O)[C@H]3O)c(Cl)cc12	-3.0	-5	-4	100	1	-0.1	8	-7	9
24	C#CC[N+](C)(C)CCCCCCCCC	-0.6	2	13	104	0	-0.2	1	-1	6
25	C=CCN1C(=O)C(CC(=O)NCC)SC1=Nc1ccccc1CC (centres undefined)	-0.5	-21	11	103	10	1.0	-4	-5	11
26	CCOC(=O)c1c(S(=O)(=O)NCC(=O)Nc2cccc(C)c2C)c(C)n(C)c1C	-1.0	-33	-1	96	0	-1.4	-3	10	.
27	COc1ccc(O)c(C(=O)c2cnc3c(c2)CN(C)C(=O)N3)c1	-3.4	-5	1	94	-1	-1.6	8	-3	36
28	O=C1/C(=C/c2cccs2)COc2ccccc21	-1.9	1	37	96	10	-2.5	8	12	9
29	CNC(=O)c1[nH]cnc1C(=O)N[C@@H](CC(C)C)C(=O)OCc1ccccc1	-3.6	-31	-7	108	5	-5.2	9	-6	5
30	O=C(CCn1c(=S)oc2ccccc21)N1CCCCC1	-0.6	-6	-13	104	-1	0.3	-15	-5	1
31	COC(=O)N1CCN(c2ccc(C(C)=O)cc2)CC1	-1.0	-3	8	108	10	-1.3	10	8	11
32	COc1ccc(N2CCN(C(=O)C3CCN(S(=O)(=O)c4cccs4)CC3)CC2)cc1	-1.5	-35	-11	96	-3	-0.5	-7	5	3
33	O=C(Nc1cccc2c1CCCC2)C1CCCN(S(=O)(=O)c2cccc3nonc23)C1 (centres undefined)	-0.7	-2	.	96	-2	-1.4	0	6	17
34	COc1ccc(C)cc1Nc1n[n+](-c2ccccc2)c(-c2cc([N+](=O)[O-])cc(OC)c2O)s1	-1.6	-16	13	94	2	-0.6	10	-11	12
35	Cc1ccc(N2CCN(C(=O)CN3C(=O)c4ccccc4C3=O)CC2)cc1	0.2	-12	6	109	6	-3.4	12	5	28
36	Cc1onc(-c2ccccc2)c1C(=O)Nc1sccc1C#N	-1.2	-13	5	98	3	-3.5	8	4	-5
37	COc1cc2c(cc1OC)CN(C(=O)CC1CC3CCC1C3)CC2 (centres undefined)	-1.2	-21	8	102	2	-0.3	1	-4	-7
38	CC(C)(C)c1cc(NS(=O)(=O)c2ccc(Br)s2)no1	-3.0	-32	-3	102	-4	-2.9	-17	2	8
39	O=C1Nc2c(c(=O)[nH]c(=O)n2-c2ccccc2F)C(C(F)(F)F)(C(F)(F)F)N1	-3.9	1	13	103	5	-1.0	-2	-7	0
40	Cc1cc(C)cc(N(C(=O)CNC(=O)c2ccco2)C(C(=O)NC2CCCC2)c2cccnc2)c1 (centres undefined)	-3.1	-14	22	99	0	-1.1	-1	1	-11
41	CCN(c1ccc(F)cc1)S(=O)(=O)c1ccc2[nH]cc(C(=O)NCCCN3CCOCC3)c(=O)c2c1	-0.4	12	5	99	-1	0.9	-13	-9	9
42	CC[n+]1c(C)sc2cc(C)ccc21	-2.4	-27	12	105	6	-1.6	47*	2	25
43	Cc1ccc(-c2ccc([C@H]3[C@H]4C=CC[C@@H](C)[C@@H]4C(=O)N3Cc3ccccc3)c(F)c2)cc1	.	.	16	104	1	.	.	.	3
44	CCOC(=O)/C(C(N)=NC(C)C)=C(\O)c1ccccc1	-1.0	-9	5	104	3	-2.8	-9	-11	5
45	CC1CCCCN1CCCNc1c(C=O)c(=O)[nH]c2ccccc12 (centres undefined)	-0.7	1	6	113	6	-2.6	-3	-2	13
46	Cc1ccc(C(=O)NCC(=O)OC(C)C(=O)Nc2ccc(N(C)C)cc2)cc1C (centres undefined)	-1.5	-17	2	132	8	-4.3	4	-3	-4
47	Cc1ccccc1-c1nc(CN2CCC(C(=O)NCCN3CCOCC3)CC2)c(C)o1	-1.4	15	21	105	1	-1.1	-2	-1	0
48	COc1ccc(N2C(=O)CC(NNC(=O)c3ccc(Br)s3)C2=O)cc1 (centres undefined)	-2.6	-13	-13	100	6	-4.3	14	-7	1
49	Cc1[nH]c(C)c(S(=O)(=O)N2CCN(c3ccccc3)CC2)c1C(=O)N1CCCC1	-3.7	-15	15	97	-3	2.5	-1	11	4
50	CCCc1n[nH]c(=O)c2c1nnn2Cc1ccccc1	-3.4	-5	9	112	12	-1.2	-3	0	10
51	CC(=O)Nc1ccc(/C=C2\Sc3ccccc3C2=O)cc1	-2.2	3	-6	96	3	-2.2	3	6	16
52	CCN1CCCC1CN(Cc1cc2ccc(C)cc2[nH]c1=O)C(=S)Nc1ccccc1OC (centres undefined)	-0.7	-1	27	96	-3	-1.4	-7	2	2
53	C=C1SC(=Nc2c(C)cccc2Cl)N(C(=O)c2sc3ccccc3c2Cl)C12CCCCC2	-0.9	1	4	101	1	-0.5	-2	-1	-17
54	CC(C)C[C@H]1CN=C(Nc2ccccc2)N1CC1CCCCC1	-3.9	4	-2	105	3	-0.5	2	-20	-4
55	COCCCN1C(=O)C(=O)/C(=C(/O)c2ccc(OC(C)C)cc2)C1c1ccncc1 (centres undefined)	-1.4	-3	3	95	-4	-0.4	0	-5	2
56	Cc1nc2ccccc2c(=O)n1NC(=O)c1ccccc1	-3.7	0	-3	101	16	-3.7	-5	26	-2
57	CCc1cc(=O)oc2cc(C)cc(OC(C)C(=O)NC(Cc3c[nH]c4ccc(O)cc34)C(=O)O)c12 (centres undefined)	0.5	-24	4	99	-2	-0.2	-8	13	9
58	CC(=O)NC12CC3CC(C1)CC(C(=O)N1CCN(S(=O)(=O)c4ccc(Cl)s4)CC1)(C3)C2	-4.4	-37	11	108	11	-2.4	0	5	17
